SENP8 block-1: SENP8 protease inhibitors, primary screen, biochemical, luminescence; Sentrin-specific protease 8 (Homo sapiens), Q96LD8; purified SENP8, Z-RLRGG-aminoluciferin cleavage; AID 2540, 2010; 1.2% of 330,000 active; inhibition, % at 10 µM; in the data active means inhibition above about 50%
UBC13 polyUb: UBC13 polyubiquitin chain formation inhibitors, primary screen, biochemical, TR-FRET, uHTS; Ubiquitin-conjugating enzyme E2 N (Homo sapiens), P61088; inhibition, % at 20 µM; 0.47% of 330,000 active; in the data active means inhibition above about 45%, passing the limit was not always enough
SENP6 block: SENP6 protease inhibitors, primary screen, biochemical, luminescence, uHTS; inhibition, % at 10 µM; Recombinant SENP6 catalytic domain, aminoluciferin luminescence; 1.8% of 330,000 active; Sentrin-specific protease 6 (Homo sapiens), Q9GZR1;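 active means inhibition above about 50% at the single tested dose, limit read from the data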;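 further: plate controls were DMSO wells with enzyme for no effect and DMSO wells lacking enzyme for full effect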
Target sequence (Q9GZR1 628-1112 limits assumed): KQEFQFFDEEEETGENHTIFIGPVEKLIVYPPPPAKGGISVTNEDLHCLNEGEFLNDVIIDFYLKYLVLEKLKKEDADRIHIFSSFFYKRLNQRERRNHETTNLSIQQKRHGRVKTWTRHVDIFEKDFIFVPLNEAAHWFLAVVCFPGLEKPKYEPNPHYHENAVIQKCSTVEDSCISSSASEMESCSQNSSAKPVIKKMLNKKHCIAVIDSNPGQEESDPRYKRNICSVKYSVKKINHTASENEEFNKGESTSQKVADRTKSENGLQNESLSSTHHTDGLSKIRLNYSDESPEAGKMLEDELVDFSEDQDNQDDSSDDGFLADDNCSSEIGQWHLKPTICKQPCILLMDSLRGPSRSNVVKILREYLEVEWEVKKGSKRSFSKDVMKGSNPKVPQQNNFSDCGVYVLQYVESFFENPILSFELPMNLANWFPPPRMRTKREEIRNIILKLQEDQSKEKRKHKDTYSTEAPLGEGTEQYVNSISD
SENP7 block: SENP7 protease inhibitors, primary screen, biochemical, luminescence, uHTS | Sentrin-specific protease 7 (Homo sapiens), Q9BQF6 | recombinant SENP7, Z-RLRGG-aminoluciferin luminescence, 40 min | inhibition, % at 5 µM | 1.5% of 330,000 active | AID 434973, 2010;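 active means inhibition above about 50% at the single test dose, limit read from the data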;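 further: plate controls were DMSO with enzyme for no effect and no enzyme buffer wells for full effect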
Target sequence (Q9BQF6 706-1050 limits assumed): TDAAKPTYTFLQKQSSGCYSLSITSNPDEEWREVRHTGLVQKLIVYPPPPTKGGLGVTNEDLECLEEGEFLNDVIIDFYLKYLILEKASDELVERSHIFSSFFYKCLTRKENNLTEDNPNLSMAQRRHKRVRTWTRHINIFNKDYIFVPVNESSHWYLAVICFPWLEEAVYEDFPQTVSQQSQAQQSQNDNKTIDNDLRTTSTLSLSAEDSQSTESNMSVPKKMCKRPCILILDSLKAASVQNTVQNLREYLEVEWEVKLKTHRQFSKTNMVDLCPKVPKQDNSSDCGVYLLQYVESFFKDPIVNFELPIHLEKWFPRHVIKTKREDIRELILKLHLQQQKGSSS
SENP1 inh: human SENP1 catalytic domain inhibitors, primary screen, biochemical, FRET, uHTS; Sentrin-specific protease 1 (Homo sapiens), Q9P0U3; recombinant SENP1 catalytic domain, CyPet-SUMO1-YPet FRET cleavage; inhibition, % at 10 µM; 0.21% of 360,000 active;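 active means inhibition at least 30% at 10 µM, raw YFP signal under a set limit, fluorescence ratio 0.5 to 1.5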;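 further: 0% = enzyme with DMSO and 100% = no enzyme wells; some results filed as inactive read as strong as hits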
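Material: hSENP1 catalytic domain, recombinant; medium: Tris pH 8 with BME, BSA, NP40 and catalase; compound: single concentration of 10 µM compound, 0.5% DMSO final; technique: FRET read of cyan and yellow fluorescence; timing: 50 min enzyme reaction, room temperature, light-protected; reagent: SFCypet-SUMO1-SFYpet substrate at 25 nM; control set: no-enzyme low, enzyme-DMSO high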
SENP8 block-2: human SENP8 protease inhibitors, primary screen, biochemical, fluorescence, Nedd8 protein substrate, uHTS | Sentrin-specific protease 8 (Homo sapiens), Q96LD8 | inhibition, % at 20 µM | AID 602440, 2012 | 0.64% of 360,000 active | recombinant SENP8; in the data active means inhibition mostly above about 40%, no sharp cut-off; inactive means mostly below about 27%
APOBEC3G inh: APOBEC3G DNA deaminase inhibitors, primary screen, biochemical, fluorescence, single-stranded DNA substrate, uHTS; inhibition, % at 20 µM; recombinant A3G, ssDNA deamination FAM/TAMRA fluorescence; AID 493012, 2011; 0.28% of 330,000 active; DNA dC->dU-editing enzyme APOBEC-3G (Homo sapiens), Q9HC16;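 active means inhibition of at least 40% at 20 µM, with no more than 30% in the related APOBEC3A deaminase screen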;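 further: plate controls were DMSO wells with A3G for no effect and wells lacking A3G enzyme for full effect; some compounds called inactive have numbers as strong as hits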
Apaf-1 inh: inhibitors of human Apaf-1 apoptosome, primary screen, biochemical, DEVD-Rh110 fluorescence, uHTS; inhibition, % at 20 µM; Apoptotic protease-activating factor 1 (Homo sapiens), O14727; reconstituted apoptosome caspase-3 activity; AID 489030, 2010; 0.71% of 330,000 active; active means inhibition of at least 40% at 20 µM;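 further: plate controls were DMSO wells for no effect and DEVD-CHO caspase inhibitor wells for full effect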
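System – cell-free apoptosome with Apaf-1, procaspase-3 and caspase-9 · Buffer or medium – pH 7.5 Hepes buffer with CHAPS, BSA, DTT · Also added – cytochrome c with DEVD-Rh110 · Times – 30 min compound preincubation, 50 min activation, room temperature · Technique – Rh110 fluorescence intensity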
* hit, by the source's call; i = inactive; . = not tested or not shown; & = joins results of further samples.

SMILES	SENP8 block-1	UBC13 polyUb	SENP6 block	SENP7 block	SENP1 inh	SENP8 block-2	APOBEC3G inh	Apaf-1 inh
COc1ccc(-c2nc(CN(CC3CCC(=O)N3)C(C)C)c(C)o2)c(C)c1C (stereo unspecified)	-4	6	4	5	-3	-22	-7	16
O=C(CCc1ccc(S(=O)(=O)N2CCOCC2)cc1)N/N=C/c1cccc(O)c1	0	6	9	7	-1	17	4	1
O=c1oc2ccccc2n1Cc1ccccc1Cl	3	0	5	6	1	10	-3	6
Cn1nc(C(=O)NNC(=O)c2ccc(Cl)cc2)ccc1=O	-17	-2	-17	-3	2	8	14	8
NNC(=S)Nc1ccc(Cl)cc1	-9	-11	-3	-7	2	3	-15	-11
CCN(CC)Cc1cc(Nc2ccnc3cc(Cl)ccc23)ccc1O	2&-3	11&4	-16&-24	-8&-11	-2&-5	9&10	-8&-6	4&3
O=C1c2cccc3cccc(c23)C(=O)N1CC1CCCO1 (stereo unspecified)	2	2	-16	-1	1	-254	-4	-1
COCCCNC(=O)C1CCN(c2nc(C)cc(C)n2)CC1	-8	7	-6	5	0	-44	-5	-22
CCN(CC(=O)Nc1ccccc1OC)C(=O)C1CC2C=CC1C2 (stereo unspecified)	2	3	3	7	1	6	0	-10
COc1ccc(Br)c(C(=O)NCC2CCCCC2)c1	-9	3	-16	8	3	16	-7	-2
O=C(Cc1ccccc1)N/N=C/c1ccc(S(=O)(=O)O)o1	-8	-4	-24	-2	1	24	-2	-17
CCOc1cc(NC(=O)c2ccccn2)c(OCC)cc1NC(=O)c1ccc(Cl)cc1	-4	-10	-15	8	-36	-197	-4	7
Cc1cc(C)c2cc(C(O)c3nnnn3Cc3ccccc3)c(=O)[nH]c2c1 (stereo unspecified)	5	2	3	5	-1	-86	-1	-11
O=C(NC1CC1)C1CC(=O)N(c2ccc(F)cc2)C1 (stereo unspecified)	-1	-5	-30	1	0	-1	-3	-9
CCOC(=O)C1(CCCc2ccccc2)CCN(C(=O)CCOC)CC1	-9	-1	87*	-6	1	6	-8	6
CC(=O)N/N=C(\C)CC(=O)Nc1cccc2c1CCCC2	3	9	-3	0	1	8	-3	-13
Cc1cc(C(=O)Nc2ccccc2N2CCOCC2)c2ccccc2n1	7	-4	-15	3	3	25	-5	-8
CCC(=O)NC1(Cc2ccc(O)cc2)CCCCC1	7	3	5	-8	-1	4	-7	-4
CCOC(=O)c1sc(NC(=O)c2ccc(S(=O)(=O)N(C)C)cc2)nc1C	-25	4	-10	23	-1	-41	-3	-4
COc1ccccc1/C=C/CN1CCN(c2ccccc2)CC1	-9	-1	-2	-8	1	7	-4	4
CCc1cc2c(SCC(=O)Nc3cc(C)on3)ncnc2s1	-2	16	-12	-4	-8	-10	1	-10
O=C(c1cccc(S(=O)(=O)N2CCOCC2)c1)N(CCO)Cc1ccccc1	1	1	-4	-2	2	-24	0	0
CCc1nc2sc3c(c2c(=O)n1N)CC(C)(C)OC3	7	4	11	-1	3	12	-6	-16
O=C(Cn1cnc2ccccc21)N1CCc2ccccc21	-4	6	5	-8	-1	20	-6	-9
Cn1c(N)c(C(=O)COC(=O)c2cc(C(F)(F)F)nc3ccccc23)c(=O)n(Cc2ccccc2)c1=O	-2	9	6	3	.	.	-17	17
CCOC(=O)C1=C(C)C(c2ccccc2O)NC(=O)N1 (stereo unspecified)	-4	-1	-5	-8	-1	2	-2	-8
CCOC(=O)C1=C(c2ccccc2)Nc2ncnn2C1c1cccc(O)c1 (stereo unspecified)	-5	2	4	8	2	10	-1	-2
COc1ccc([C@H]2CC(=O)C=C(c3ccc(Cl)c(F)c3)C2)cc1	-12	-9	-14	-5	2	16	-4	3
CC1C(=O)N2CCCc3cc(NC(=O)C(=O)NCCc4ccc(F)cc4)cc1c32 (stereo unspecified)	-1	-1	-9	-2	-2	-11	-5	12
CN(C)CCNc1nc(-c2ccco2)c2c(c1C#N)CC(C)(C)OC2	-6	1	-1	-3	-42	-275	-4	-7
Cc1ccc(Nc2ccc(NCc3ccccc3)nn2)cc1C	-8	15	-19	-7	-2	6	-8	9
O=[N+]([O-])c1cnccc1NC1CCCCC1	-4	0	1	3	3	14	-5	5
CC1(c2ccc(OC(F)F)cc2)NC(=O)N(CC(=O)Nc2ccc(OC(F)F)cc2)C1=O (stereo unspecified)	0	2	-11	-3	-1	0	-10	10
O=C(NN1C(=O)/C(=C/c2cccnc2)SC1=S)C(c1ccccc1)c1ccccc1	7	-11	-13	2	1	21	-3	5
Cc1cc2n(n1)C(c1sccc1C)Nc1c(C)cccc1-2 (stereo unspecified)	-3	2	0	15	-10	-107	0	22
CC(=O)Nc1ccc(NC(=O)CSc2nc3c([nH]c4ccccc43)c(=O)n2-c2ccccc2F)cc1	-2	2	8	-4	2	-26	-8	-6
O=C(CCC1CCCC1)N1CCN(S(=O)(=O)Cc2ccccc2)CC1	0	2	-5	5	3	20	-3	6
O=C(Nc1ccc(Cc2ccncc2)cc1)c1ccco1	-2	-4	8	0	-1	13	-7	1
COc1ccc([C@H]2CC(=O)C=C(c3ccc4[nH]ccc4c3)C2)cc1OC	-4	1	-10	6	-8	-35	-6	12
CCCCOC(=O)C1=C(C)NC2(O)c3ccccc3C(=O)C12O (stereo unspecified)	3	-33	7	1	0	46*	-2	12
CCN(CC)CCNC(C(=O)Nc1ccc([N+](=O)[O-])cc1Br)c1ccccc1 (stereo unspecified)	5	10	8	4	-2	24	-2	-7
Cc1cc(C)c2cc(CN(Cc3ccco3)C(=S)NCC3CCCO3)c(=O)[nH]c2c1 (stereo unspecified)	7	-1	0	10	-5	-30	1	19
c1ccc(Cc2nnc3sc(-c4ccc5c(c4)OCCO5)nn23)cc1	-10	-16	-13	-5	-3	-186	-11	7
COc1ccc(COc2ccsc2C(=O)Nc2ccc(Cl)cc2)cc1	-7	12	1	7	1	13	-5	3
CCCOc1ccc(CC(=O)N/N=C\c2ccc(F)cc2)cc1	-3	2	-6	-1	2	21	1	18
Cc1ccc(/C=N/NC(=O)C(O)c2ccccc2)o1 (stereo unspecified)	0	5	-1	-1	1	9	-3	-18
OCC1=C[C@@H](O)[C@@H]2C=CO[C@@H](O[C@@H]3O[C@H](CO)[C@@H](O)[C@H](O)[C@H]3O)[C@H]12	-10	-13	-16	10	1	6	-7	4
CCCCCCSc1cc(-c2nc3ccc(Cl)cn3c2NC2CCCCC2)ccc1OC	4	-3	0	-2	-42	i	-8	0
COc1ccccc1C(C)NC(=O)C1CCN(S(=O)(=O)c2cccs2)CC1 (stereo unspecified)	8	-4	-6	4	0	-4	-4	-53
CC(C)CNC(=O)COC(=O)c1ccc(Cl)c(S(=O)(=O)N2CCc3ccccc32)c1	-3	4	11	-6	-1	11	-10	18
O=C(Nc1nc(-c2ccccc2)cs1)c1cccc(S(=O)(=O)N2CCN(Cc3ccccc3)CC2)c1	-11	4	-11	-13	0	27	-2	10
CCc1ccc(NC(=O)CSc2nc3c(c(=O)n(C)c(=O)n3C)n2C)cc1	9	1	-6	4	0	3	-1	-7
Cc1ccc(OCCn2cc(/C=C(\C#N)C(=O)NCC3CCCO3)c3ccccc32)cc1 (stereo unspecified)	-1	0	-2	5	-57	-40	0	17
O=C(NCCN1CCOCC1)c1ccc2ccccc2c1	-1	0	-21	-3	-2	28	-4	-5
COc1ccc(S(=O)(=O)NCc2cccnc2)cc1Br	-10	2	-18	-5	1	8	-7	-2
CC(C)(C)OC(=O)N1CC=C2C(C#N)=C(N)C(C#N)(C#N)[C@H](c3cccnc3)[C@H]2C1	-8	4	-9	8	-23	-308	-8	-3
Cc1cc(C)cc(CC2CC(=O)N(c3ccc(Cl)cn3)C2=O)c1 (stereo unspecified)	-2	14	-13	11	3	6	-5	-4
CS(=O)(=O)N1CCC(C(=O)NCCC2=CCCCC2)CC1	3	0	-19	-2	1	-1	-5	-29
O=C(CCc1ccccn1)N1CCCC(N2CCN(c3ccc(F)cc3)CC2)C1 (stereo unspecified)	-1	-3	-17	-7	1	0	-1	-10
O=c1cnnc(N/N=C/c2ccccn2)[nH]1	1	-17	-7	-4	-1	32	1	0
CC(C)CC(NC(=O)c1ccccc1)C(=O)OCC(=O)Nc1ccc(S(N)(=O)=O)cc1 (stereo unspecified)	-4	3	-1	0	2	7	-7	-17
O=C(COc1ccc(S(=O)(=O)N2CCCCC2)cc1)NCc1cccnc1	-9	-10	-20	-8	1	8	-7	-3
CCn1c2ccccc2c2nnc(SCC(=O)c3c(N)n(C)c(=O)n(C)c3=O)nc21	-7	-6	-2	0	16	-41	-3	54*

Pulled one by one from the entries so far (3):
SMILES	SENP8 block-1	UBC13 polyUb	SENP6 block	SENP7 block	SENP1 inh	SENP8 block-2	APOBEC3G inh	Apaf-1 inh
CCOC(=O)c1sc(NC(=O)c2ccc(S(=O)(=O)N(C)C)cc2)nc1C	-25	4	-10	23	-1	-41	-3	-4
c1ccc(Cc2nnc3sc(-c4ccc5c(c4)OCCO5)nn23)cc1	-10	-16	-13	-5	-3	-186	-11	7
CCN(CC(=O)Nc1ccccc1OC)C(=O)C1CC2C=CC1C2 (stereo unspecified)	2	3	3	7	1	6	0	-10

Compounds as they come (roughly 3.6% active in at least one column).
